# Screening results from PubChem BioAssay.
# TDP43 rescue = qHTS of TDP-43 Inhibitors; TDP-43 expressing yeast growth rescue, BacTiter-Glo, 24 h; Potency, µM (series often up to 46.1 µM), inactives show at the top dose growth rescue (activation), actives largely listed as activators; actives 1.8% (n = 410,000); AID 652104, 2013; further: % of control where 0% means no effect; nearly all actives have a fitted effect of over 50% in size
#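 Galactose-induced TDP-43 yeast, OD600=0.02, compound pinned; 24 hr, 30 deg C; BacTiter-Glo luminescence for growth. Inhibitors of TDP-43 toxicity read as activators.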
# KB-3-1 cytotox = qHTS assay for MDR1-selective chemotherapeutics: Primary screen using the parental adenocarcinoma cell KB-3-1; KB-3-1 viability, CellTiter-Glo ATP luminescence, 72 h; Potency, µM (titrated, usually from 46.1 µM), inactives show top-dose activity change, negative = cytotoxic, usual class: cytotoxic; actives 1.4% (n = 400,000); AID 1347075, 2019; further: on the % scale 0 is the no-effect control and ±100 the full control effect; nearly all actives have a fitted effect of over 60% in size
#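 KB-3-1 cells, DMEM (no phenol red) + 10% FBS; compound by pin transfer, 72 h, 37 °C. Readout: CellTiter-Glo luminescence after 10 min. Data normalized, curve-fitted.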
# SW480 rereplic = A quantitative high throughput screen for small molecules that induce DNA re-replication in SW480 colon adenocarcinoma cells; SW480 DNA re-replication, Hoechst DNA content imaging, 48 h; Potency, µM (highest dose often 46.1 µM), inactives show at the top dose re-replication activation, usual class: activators; actives 1.8% (n = 340,000); further: % of control where 0% means no effect; nearly all actives have a fitted effect of over 55% in size
#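 Compounds, transferred as 23 nL by pin tool, were incubated with cells for 48 hr; DNA content per nucleus was then quantified by Hoechst staining and fluorescence plate imaging.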
# KB-V1 MDR tox = qHTS assay for MDR1-selective chemotherapeutics: Primary screen using the drug-selected MDR subline cells KB-V1. actives 3.4% (n = 400,000). KB-V1 MDR cells viability, CellTiter-Glo, 72 h. AID 1347076, 2019. Potency, µM (titrated, usually from 46.1 µM), without a hit: at the highest dose activity change, negative = cytotoxicity, actives largely listed as cytotoxic; further: on the % scale 0 is the no-effect control and ±100 the full control effect; nearly all actives have a fitted effect of over 60% in size
#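 KB-V1 MDR subline cells in DMEM (phenol-red free, 10% FBS) exposed to compounds in qHTS concentration series for 72 h at 37 degrees C. Viability read by CellTiter-Glo luminescence; concentration-effect curves fitted after normalization and correction.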
# GLP1R ag = qHTS of GLP-1 Receptor Agonists. HEK293 GLP-1R CRE-luciferase, luminescence, 4-6 h; cells express a hypersensitive GLP-1R form. Potency, µM (highest dose often 45.6 µM), for inactives: at the top dose activation, most hits filed as activators. AID 624172, 2012. actives 0.007% (n = 380,000); further: % of control where 0% means no effect
# Target sequence (P43220 whole entry, looked up): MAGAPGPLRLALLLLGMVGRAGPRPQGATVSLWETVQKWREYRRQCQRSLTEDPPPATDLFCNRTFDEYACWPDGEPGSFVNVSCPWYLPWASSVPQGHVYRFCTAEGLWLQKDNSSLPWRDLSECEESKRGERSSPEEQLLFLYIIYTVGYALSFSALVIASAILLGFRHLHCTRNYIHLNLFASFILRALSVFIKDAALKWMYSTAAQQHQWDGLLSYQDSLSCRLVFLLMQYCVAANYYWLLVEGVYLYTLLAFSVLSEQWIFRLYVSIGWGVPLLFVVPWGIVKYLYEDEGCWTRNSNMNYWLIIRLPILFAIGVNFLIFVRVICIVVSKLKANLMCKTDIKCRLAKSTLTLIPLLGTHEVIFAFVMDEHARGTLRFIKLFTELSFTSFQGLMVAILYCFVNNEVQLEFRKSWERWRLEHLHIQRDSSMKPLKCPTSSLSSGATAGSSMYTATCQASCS
# HT1080NT lethal = qHTS for induction of synthetic lethality in tumor cells producing 2HG: qHTS for the HT-1080-NT fibrosarcoma cell line | actives 1.6% (n = 360,000) | AID 686970, 2013 | HT-1080-NT fibrosarcoma viability, CellTiter-Glo ATP luminescence, 48 h | Potency, µM (doses to about 46.1 µM), without a hit: at the top dose activity, negative = less viability, actives largely listed as cytotoxic;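 further: NT is the 2HG producing partner of a matched IDH1 knockdown line; 0% = DMSO-treated cells and -100% = media-only wells without cells; nearly all actives have a fitted effect of over 55% in size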
#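 Compounds were tested in concentration-response format on HT-1080-NT cells for 48 hours at 37 degrees C. Cell viability came from CellTiter-Glo luminescence; curves were classified by r2, response magnitude and activity.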
# HEK293 tox = qHTS of GLP-1 Receptor Inverse Agonists: Cytotox Screen. HEK293 cAMP-luciferase reporter cells, luminescence, 24 h. Potency, µM (top dose mostly 38.3 µM), without a hit: at the top dose activity change, negative = inhibition, usual class: inhibitors. actives 0.13% (n = 410,000);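 further: loss of luciferase light is scored as toxicity; on the % scale 0 is the no-effect control and ±100 the full control effect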
#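 Here, cytotoxicity is scored as loss of luminescence. The MLSMR collection was tested on cells seeded in medium containing 10% Nu serum, with a 24 hr compound exposure preceded by 12 hours of culture.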
# GLP-1R inv ag = qHTS of GLP-1 Receptor Inverse Agonists (Inhibition Mode). actives 1.6% (n = 410,000). HEK293 GLP-1R CRE-luciferase, luminescence, 24 h; GLP-1R form is constitutively active. Potency, µM (top dose mostly 38.3 µM), inactives show at the top dose activity change, negative = inhibition, hits mostly inhibitors. AID 624417, 2012; further: on the % scale 0 is the no-effect control and ±100 the full control effect; nearly all actives have a fitted effect of over 55% in size
#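 Using stably transfected HEK293 (constitutively active GLP-1R, cAMP-luciferase reporter), compounds were incubated 24 hr and luciferase measured by luminescence.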
# HT1080 IDH1KD tx = qHTS for induction of synthetic lethality in tumor cells producing 2HG: qHTS for the HT-1080-IDH1KD cell line; HT-1080 IDH1 knockdown viability, ATP luminescence, 48 h; Potency, µM (top dose mostly 46.1 µM), without a hit: top-dose activity, negative = toxicity, actives largely listed as cytotoxic; actives 2% (n = 360,000); AID 686971, 2013;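 further: 0% = DMSO wells and -100% = cell-free medium wells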
#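 Knockdown cells (IDH1KD HT-1080) received compounds 2 h after plating at 750 cells/well and were kept 48 h at 37 °C in 5% FBS RPMI. A CellTiter-Glo luminescence read gave % activity for curve fitting.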
# * hit, by the source's call; u = inconclusive; x = not tested or not shown; [ ] = remark or other dose. The call rests on the fitted dose curve; in most records, active means well fitted curve in the direction sought with a large enough effect; inconclusive means small, poorly fitted or top-dose-only effect, or another doubt; inactive means no such curve, though single readings can be large; an effect the other way counts as inactive or inconclusive. Potency means the concentration at half of the fitted maximal effect.
structure,TDP43 rescue,KB-3-1 cytotox,SW480 rereplic,KB-V1 MDR tox,GLP1R ag,HT1080NT lethal,HEK293 tox,GLP-1R inv ag,HT1080 IDH1KD tx
O=C(NCc1cccs1)c1ccccc1,20%,14%,1%,0%,-8%,7%,6%,0%,0%
COc1ccc(NC(=O)COc2ccc(-n3cnnn3)cc2)cc1OC,-21%,-1%,282%,6%,10%,2%,1%,22%,2%
COc1ccc(CCCNC(=O)CC#N)cc1OC,11%,5%,-2%,19%,20%,11%,2%,5%,14%
COc1ccc(/C=C/C(=O)NC(=S)NCc2ccccc2)cc1OC,23%,4%,23µM*,-4%,-5%,u,5%,7%,u
COc1cc(C2CC(=O)Nc3cc4c(cc32)OCCO4)cc(OC)c1O (centres undefined),5%,-27%,x,0%,2%,x,-10%,-28%,x
COc1ccc(S(=O)(=O)Nc2ccc(S(=O)(=O)Nc3nccs3)cc2)cc1,-5%,u,5%,-4%,-1%,-2%,-1%,0%,-6%
O=C(Nc1ccccc1F)c1ccc(-n2cncn2)nc1,28%,14%,-2%,2%,-15%,8%,-18%,0%,19%
O=C(CC(=O)Nc1ccc(Cl)c(Cl)c1)N/N=C/c1ccc(O)cc1,15%,3%,-8%,-21%,-2%,-7%,-3%,u,-3%
Cc1cc(NS(=O)(=O)c2ccc(NC(=O)CSc3nc4sc(C(=O)O)c(C)c4c(=O)[nH]3)cc2)no1,12%,22%,-4%,6%,-2%,10%,14%,0%,11%
O=C(Nn1c(O)c(C=C2N=c3ccccc3=N2)sc1=S)c1cccc(Cl)c1,-13%,8%,17%,u,13%,u,5%,0%,-14%
CCOc1ccccc1C(=O)NCC(=O)OCC(=O)c1ccc2c(c1)OCCO2,7%,-1%,-6%,4%,5%,21%,2%,0%,11%
CC(=O)N1CCC(C(=O)NC2CC(C)(C)Cc3c2cnn3-c2ccc(F)cc2)CC1 (centres undefined),16%,2%,-5%,-7%,2%,-5%,7%,1%,-4%
Cn1c(SCC(=O)NC(C)(C)C)nnc1-c1cccc(NC(=O)c2ccccc2F)c1,8%,u,-2%,-5%,-5%,2%,4%,-3%,1%
COc1cc(C)c(NC(=O)COc2cccc3c2OC(C)(C)C3)cc1OC,22%,u,3%,-18%,7%,-5%,-7%,-7%,-24%
COc1ccccc1-c1nnc(NC(=O)c2ccc(S(=O)(=O)N(C)C)cc2)o1,-3%,u,u,0%,-9%,-24%,-13%,13%,u
Cc1ccc2nc(SCC(=O)N3CCN(C(=O)c4ccco4)CC3)[nH]c2c1,-7%,2%,-1%,u,9%,-20%,-1%,3%,-19%
CCC(C)NC(=O)Cn1cccc1C(=O)c1ccccc1 (centres undefined),-3%,2%,u,4%,2%,9%,16%,-14%,6%
O=C(CC1C(=O)NCCN1CC1CCCCC1)NCc1ccc(F)cc1F (centres undefined),-6%[9.22 µM],-6%,-2%,-2%,11%,-16%,4%[7.66 µM],9%[7.66 µM],-6%
CCOc1cccc(-c2nnc3sc(C4CCCCC4)nn23)c1,18µM*,8%,8%,u,-10%,-2%,-14%,u,-7%
O=C(COc1ccc([N+](=O)[O-])cc1)N(Cc1cccs1)C1CCS(=O)(=O)C1 (centres undefined),-3%,16%,-12%,17%,1%,6%,-21%,-13%,3%
CC1(C)CC(CNCCC(c2ccc(F)cc2)c2ccco2)CCO1 (centres undefined),-6%,-22%,0%,-17%,5%,-2%,1%,u,-22%
CC(C)(C)C(=O)Nc1cc2c3c(c1)CCN3C(=O)CC2,2%,7%,-14%,u,-3%,1%,1%,10%,5%
Cn1cc(CN2CCC(n3nccc3NC(=O)CCCc3ccccc3)CC2)cn1,10%,9%,-7%,-9%,-2%,-1%,12%,-12%,8%
OC(c1ccc(Cl)c(F)c1)c1ncc(-c2ccccc2F)[nH]1 (centres undefined),15%,0%,x,2%,4%,u,-6%,-22%,u
O=C1/C(=C/c2cccs2)N=C(c2cccs2)N1Nc1ccccc1,-16%,u,-5%[9.22 µM],-27%,5%,-14%,-10%,10µM*,-18%

# Arranged by formula weight (highest first): part of the list above
structure,TDP43 rescue,KB-3-1 cytotox,SW480 rereplic,KB-V1 MDR tox,GLP1R ag,HT1080NT lethal,HEK293 tox,GLP-1R inv ag,HT1080 IDH1KD tx
Cc1cc(NS(=O)(=O)c2ccc(NC(=O)CSc3nc4sc(C(=O)O)c(C)c4c(=O)[nH]3)cc2)no1,12%,22%,-4%,6%,-2%,10%,14%,0%,11%
COc1ccc(S(=O)(=O)Nc2ccc(S(=O)(=O)Nc3nccs3)cc2)cc1,-5%,u,5%,-4%,-1%,-2%,-1%,0%,-6%
Cn1cc(CN2CCC(n3nccc3NC(=O)CCCc3ccccc3)CC2)cn1,10%,9%,-7%,-9%,-2%,-1%,12%,-12%,8%
Cc1ccc2nc(SCC(=O)N3CCN(C(=O)c4ccco4)CC3)[nH]c2c1,-7%,2%,-1%,u,9%,-20%,-1%,3%,-19%
CCOc1cccc(-c2nnc3sc(C4CCCCC4)nn23)c1,18µM*,8%,8%,u,-10%,-2%,-14%,u,-7%
CC(C)(C)C(=O)Nc1cc2c3c(c1)CCN3C(=O)CC2,2%,7%,-14%,u,-3%,1%,1%,10%,5%

# Following part:
# Values in the order – TDP43 rescue	KB-3-1 cytotox	SW480 rereplic	KB-V1 MDR tox	GLP1R ag	HT1080NT lethal	HEK293 tox	GLP-1R inv ag	HT1080 IDH1KD tx
CC(C)c1ccc(C(C(=O)NC2CCCCC2)N(C(=O)c2csnn2)C2CC2)cc1 (centres undefined)
 : -3%	-8%	u	-13%	12%	3%	-4%	u	-2%
N#CCOC(=O)c1c2c(nc3ccccc13)CCC2
 : -10%	6%	-67%[inhibitor]	-7%	14%	-4%	-12%	12%	-6%
CCOc1ccc(C2CC(=O)c3c([nH]c(C(=O)OCCOc4ccccc4)c3C)C2)cc1 (centres undefined)
 : -2%	-8%	x	-9%	x	x	-3%	-9%	x
CCOC(=O)c1cc2c(nc1N)CC(C)(C)OC2
 : -8%	4%	-6%	-10%	16%	15%	-5%	37%[activator]	2%
C[C@@H]1CN(C(=O)c2nc3ccc(Cl)cn3c2CN2CCc3sccc3C2)C[C@H](C)O1
 : 6%	u	-9%	u	-4%	1%	7%	-22%	12%
Cc1ccc(-c2nnc(Nc3cccc(Cl)c3)c3ccccc23)cc1S(=O)(=O)N1CCOCC1
 : 2%	-21%	x	0%	x	x	-2%	u	x
C=CCOc1c(CNC2CCCC2)cc(Cl)cc1OC
 : -21%	-14%	4%	7%	-5%	-13%	-22%	u	-30%
N#CCSc1n[nH]c2nc3c(c(=O)n12)C1(CCCC1)Cc1ccccc1-3
 : 18%	3%	-3%	22%	-27%	-5%	61%[activator]	0%	-16%
CCCCCCCCCCC[N+](C)(C)CC/C=C1/c2ccccc2Sc2ccc(Cl)cc21
 : -80%[inhibitor]	-3%	-1%	-4%	4%	u	u	u	u
O=C(O)c1cc(S(=O)(=O)O)cc(Nc2c3ccccc3nc3ccccc23)c1O
 : -4%	3%	5.2µM*	0%	3%	13%	216%[activator]	37%[activator]	0%
O=C(NCc1cc(C(F)(F)F)cc(C(F)(F)F)c1)c1cc(-c2cc(F)ccc2OCC2CCCO2)n[nH]1 (centres undefined)
 : 0%	0%	x	-2%	1%	14%	-15%	-14%	8%
COc1ccc2nc(COC(=O)c3cccc([N+](=O)[O-])c3)c(C(C)=O)[n+]([O-])c2c1
 : -9%	0%	-28%	20%	-2%	-2%	-1%	-14%	0%
COc1ccc2oc(=O)c(-c3csc(Nc4cccc(O)c4)n3)cc2c1
 : -48%[inhibitor]	-16%	u	u	-13%	u	136%[activator]	u	u
COc1cc(OC)cc(-c2nc(N)n[nH]2)c1
 : 7%	25%	-2%	25%	-5%	18%	-10%	11%	12%
CCOc1ccccc1OCCCC(=O)NC1CCCc2ccccc21 (centres undefined)
 : 17%	0%	-5%	u	14%	-10%	0%[1.53 µM]	u	-6%
Cc1cccc(-n2ncc(C#N)c2N)c1
 : 9%	-1%	u	0%	11%	2%	16%	-2%	2%
O=C(CS(=O)(=O)c1ccccc1)NC1CCCCC1
 : 0%	1%	-3%	0%	-4%	12%	10%	-3%	-1%
COc1cccc(NC(=O)CSc2nc3ccc(NC(=O)c4ccco4)cc3s2)c1
 : 19%	u	x	u	x	x	-9%	-15%	x
Cc1ccc(-n2ncc3c(N4CCCCCC4)ncnc32)cc1Cl
 : u	-5%	x	0%	x	x	2%	u	x
O=C1C=C(c2ccc(-c3ccccc3)c(F)c2)C[C@@H](c2ccc(F)cc2)C1
 : 12%	0%	-5%	7%	-6%	8%	0%	-2%	8%
O=C(NCc1ccc(F)cc1)C1CCCCN1S(=O)(=O)c1ccc(F)cc1 (centres undefined)
 : 24%	5%	x	0%	x	x	8%	-16%	x
